# JMJD2C inh: human JMJD2C demethylase inhibition; Q9H3R0; GST-JMJD2C(1-420) H3K9me3 demethylation, DELFIA europium; inhibition, % at 2.35 µM; hit rate 0.069% among 330,000; AID 2099;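 active = more than half of a compound's replicate wells show inhibition beyond 50%, single wells judged on their own value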;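 also: signal counts dimethyl H3K9 product captured on neutravidin plate; 0% = median of DMSO wells and 100% = 0.3 times that DMSO median; strong numbers were not always called active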
# Target sequence (Q9H3R0 1-420 limits assumed): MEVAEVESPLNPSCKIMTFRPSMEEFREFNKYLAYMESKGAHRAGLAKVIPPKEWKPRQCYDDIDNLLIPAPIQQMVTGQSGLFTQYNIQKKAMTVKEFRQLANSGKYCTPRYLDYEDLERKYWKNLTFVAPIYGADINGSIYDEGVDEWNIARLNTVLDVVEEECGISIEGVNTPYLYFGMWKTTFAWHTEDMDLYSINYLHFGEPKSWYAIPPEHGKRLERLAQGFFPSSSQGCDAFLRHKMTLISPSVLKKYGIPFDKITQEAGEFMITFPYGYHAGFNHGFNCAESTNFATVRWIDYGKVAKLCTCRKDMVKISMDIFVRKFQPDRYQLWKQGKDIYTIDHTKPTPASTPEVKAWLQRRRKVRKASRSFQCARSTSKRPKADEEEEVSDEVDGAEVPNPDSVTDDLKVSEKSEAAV
# Fh CTSL1 inh: cathepsin L1 inhibition, PFM18AAP counter-screen; recombinant F. hepatica cathepsin L1, Z-Leu-Arg-MCA fluorescence; inhibition, % at 5.96 µM; hit rate 0.49% among 300,000;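 active = inhibition above the mean of all tested compounds plus 3 SD, set per screening campaign, cut at about 17% in these data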;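 also: 0% = plate median of test compound wells and 100% = 1 µM Z-Phe-Ala-diazomethylketone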
# proCasp3 act: activates human procaspase-3. hit rate 0.11% among 330,000. recombinant procaspase-3 D3A, Ac-DEVD-pNA absorbance 405 nm. P42574. AID 463141. activation, % at 8.5 µM;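 active = activation above the mean of all tested compounds plus 3 SD, cut at about 21% in these data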;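 also: 0% = DMSO alone and 100% = DMSO wells spiked with extra 5 µM PC-3 D3A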
#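 Assay system – Procaspase-3 D3A mutant · Benchmarks – DMSO low control, extra-enzyme high control · Technique – 405 nm absorbance of p-nitroaniline, reads at 0 and 120 min · Doses – 8.5 µM nominal · Measure – % activation between DMSO and enzyme-spiked controls · Also added – Ac-DEVD-pNA chromogenic peptide substrate · Schedule – 1 h compound preincubation, 2 h substrate hydrolysis at 25 °C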
# PP1 counter: blocks human PP1-alpha phosphatase, a PP5 counter-screen. inhibition, % at 6.7 µM. purified PP1alpha, OMFP fluorescence. P62136. hit rate 0.9% among 320,000;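 active = inhibition above the mean inhibition of all tested compounds plus 3 SD, computed separately for each screening campaign, cut at about 15% in these data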
# HCV core dimer: HCV core protein dimerization inhibition. TR-FRET GST/Flag-core106 dimerization, 1536-well. hit rate 0.33% among 300,000. inhibition, % at 5 µM;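 active = inhibition above the mean of all tested compounds plus 3 SD, set per screening campaign, cut at about 45% in these data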
#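 Material: Tagged HCV core106 pair (GST and Flag) | Amount: GST-core106 13.5 nM, Flag-core106 17 nM | Medium: KF-containing HEPES buffer, pH 7.45, DTT, CHAPS, BSA | Reagent: Eu donor and XL665 acceptor anti-tag antibodies | Schedule: 4 h at 22.5 °C | Technique: Time-resolved FRET, ex 340 nm, em 617 and 671 nm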
# GRK2 aptamer HTS: human GRK2 inhibition via aptamer displacement | AID 488847 | inhibition of aptamer binding, % at 10 µM | bead flow cytometry, FAM-aptamer displacement from GRK2 | hit rate 0.59% among 330,000;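 active = inhibition of aptamer binding above 40%, roughly 3 SD of noise, on plates passing a quality check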;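 also: median bead fluorescence of bound FAM aptamer so fluorescent compounds give negative values; no value below 0 was filed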
# Target sequence (P25098 whole entry, looked up): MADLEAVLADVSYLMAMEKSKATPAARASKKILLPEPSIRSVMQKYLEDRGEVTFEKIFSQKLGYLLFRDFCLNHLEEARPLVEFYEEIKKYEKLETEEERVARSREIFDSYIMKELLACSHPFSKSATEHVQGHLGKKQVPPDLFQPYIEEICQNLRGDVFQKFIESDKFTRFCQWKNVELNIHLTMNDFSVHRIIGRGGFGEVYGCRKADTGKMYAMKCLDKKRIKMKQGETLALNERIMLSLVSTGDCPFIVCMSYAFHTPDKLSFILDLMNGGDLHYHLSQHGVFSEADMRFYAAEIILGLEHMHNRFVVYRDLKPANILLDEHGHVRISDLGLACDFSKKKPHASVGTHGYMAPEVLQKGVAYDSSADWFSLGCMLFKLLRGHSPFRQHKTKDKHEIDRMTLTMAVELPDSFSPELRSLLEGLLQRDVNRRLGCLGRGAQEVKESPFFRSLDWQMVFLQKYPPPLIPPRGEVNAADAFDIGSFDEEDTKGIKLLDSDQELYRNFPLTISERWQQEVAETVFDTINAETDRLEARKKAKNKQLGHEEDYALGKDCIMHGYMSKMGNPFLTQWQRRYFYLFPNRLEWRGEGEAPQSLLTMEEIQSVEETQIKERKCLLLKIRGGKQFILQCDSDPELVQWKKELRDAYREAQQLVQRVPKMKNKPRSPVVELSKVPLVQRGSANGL
# proCasp7 act: activates human procaspase-7, counter-screen for procaspase-3 activators; recombinant procaspase-7, Ac-DEVD-pNA absorbance 405 nm; D23A/D198A/D206A triple mutant, cannot self-cleave; scale: DMSO 0, 5 µM enzyme 100; activation, % at 8.5 µM; hit rate 0.093% among 330,000; AID 463210;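 active = percent activation above the screen-wide mean plus 3 SD, cut at about 25% in these data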
#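 Assay system: Uncleavable procaspase-7 mutant enzyme; Input: 2 µM procaspase-7 mutant as dispensed; Also added: DEVD-pNA substrate; Medium: Zinc-free HEPES pH 7.4 with 300 mM NaCl, 0.01% Triton X-100; Timing: 1 h compound preincubation, 2 h substrate cleavage, 25 °C; Measured by: Epi-absorbance of released pNA at 405 nm, two timepoints.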
# PP5 primary: PP5 (human) phosphatase inhibition. inhibition, % at 6.7 µM. hit rate 0.18% among 320,000. purified PP5c, OMFP substrate fluorescence;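 active = inhibition above the campaign's mean inhibition across all tested compounds plus 3 SD, cut at about 9.5% in these data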;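 also: 0% = DMSO only and 100% = 100 µM cantharidin control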
# VLA-4 inh: inhibition in a human VLA-4 binding assay; P13612; VLA-4 expressing cells, ligand binding flow cytometry; inhibition, % (about 7 µM as worked out from the volumes in the protocol); hit rate 0.2% among 330,000; in the data active = inhibition above about 50%
# An asterisk follows results filed as active; / = not tested or not shown.
SMILES,JMJD2C inh,Fh CTSL1 inh,proCasp3 act,PP1 counter,HCV core dimer,GRK2 aptamer HTS,proCasp7 act,PP5 primary,VLA-4 inh
Cc1cccc(N(C(=O)CNC(=O)c2ccco2)C(C(=O)NC2CCCC2)c2ccncc2)c1C (centres undefined),2,-2,-9,1,1,1,5,1.0,-4
CC(C)C(=O)Nc1nnc(SCC(=O)N2c3ccccc3CC2C)s1 (centres undefined),-20,10,3,-1,2,1,7,0.1,-9
O=C(CN1CC(=O)Oc2ccccc21)OCC(=O)c1ccccc1,-6,6,0,0,-12,0,-1,0.6,7
CN1C(=S)SC(N2OC3C(=O)N(c4ccccc4)C(=O)C3C2c2ccc(Cl)cc2)C1(C)C (centres undefined),-29,-1,-1,4,20,1,9,1.9,7
CCCc1cc(=O)[nH]c(SCC(=O)N(C)C2CCCCC2)n1,11,/,2,-2,/,0,7,3.0,2
O=C(/C=C/c1cccc([N+](=O)[O-])c1)Nc1ccccn1,4,-7,3,0,-1,0,5,-1.6,18
O=C(c1cc2c(=O)n3ccccc3nc2s1)N1CCc2ccccc2C1,4,4,-5,4,3,7,-7,2.2,-13
COc1cccc(NC(=O)CSCC(=O)O)c1,-8,1,3,1,-1,1,4,3.3,7
Cc1cc(C)c(C(=O)/C=C/c2ccco2)c(=O)[nH]1,-3,7,-3,-1,0,13,-5,-1.2,1
CC(C)CC(NC(=O)c1ccc(Cl)cc1)C(=O)OCC(=O)c1ccc2c(c1)NC(=O)CO2 (centres undefined),14,25*,-3,13,4,0,5,2.3,4
Cc1ccc2c(c1)N(CCCC(=O)NCCCN1CCCCC1)C(=O)CO2,6,-2,1,-1,-7,6,10,1.5,6
Cc1c(NC(=O)OCCNC(=O)COc2ccc(Cl)cc2Cl)sc(=S)n1C,8,1,-12,-1,-4,2,2,1.5,-14
CCOc1cc(N2CCOCC2)c(OCC)cc1NC(=O)c1ccc(S(C)(=O)=O)cc1,-1,1,0,1,0,90*,6,-2.4,11
COc1ccc(C(=O)c2oc3ccccc3c2NC(C)=O)cc1,2,14,-2,4,-4,0,-5,-2.5,-5
CC(C)N1C(=O)CCC1C(=O)NCc1ccc(F)cc1Cl (centres undefined),-10,0,0,4,-4,2,4,1.2,7
CCn1c(C)nnc1SCC(=O)Nc1ccccc1Cl,-1,-5,-3,-5,7,2,4,-1.2,12
C=CCn1c(SCC(=O)N(C)C2CCS(=O)(=O)C2)nnc1-c1ccccc1 (centres undefined),-2,1,10,11,-5,4,-6,1.8,33
CSCCC(NC(=O)c1ccccc1Br)C(=O)NCCCn1nc(C)cc1C (centres undefined),-1,4,3,-7,0,3,6,-1.1,-6
COC(=O)Cc1ccc(O)c(N)c1,-9,-2,-5,-1,-2,0,-1,-0.2,-2
O=C(NCc1ccccc1)C12CN(Cc3ccccc3)CC1C(c1cccc([N+](=O)[O-])c1)=NO2 (centres undefined),4,-3,9,10,16,/,4,3.6,/

# Gathered by group, the compounds so far containing two or more sulfur atoms (four)
SMILES,JMJD2C inh,Fh CTSL1 inh,proCasp3 act,PP1 counter,HCV core dimer,GRK2 aptamer HTS,proCasp7 act,PP5 primary,VLA-4 inh
CC(C)C(=O)Nc1nnc(SCC(=O)N2c3ccccc3CC2C)s1 (centres undefined),-20,10,3,-1,2,1,7,0.1,-9
CN1C(=S)SC(N2OC3C(=O)N(c4ccccc4)C(=O)C3C2c2ccc(Cl)cc2)C1(C)C (centres undefined),-29,-1,-1,4,20,1,9,1.9,7
Cc1c(NC(=O)OCCNC(=O)COc2ccc(Cl)cc2Cl)sc(=S)n1C,8,1,-12,-1,-4,2,2,1.5,-14
C=CCn1c(SCC(=O)N(C)C2CCS(=O)(=O)C2)nnc1-c1ccccc1 (centres undefined),-2,1,10,11,-5,4,-6,1.8,33

# (list continues)
SMILES,JMJD2C inh,Fh CTSL1 inh,proCasp3 act,PP1 counter,HCV core dimer,GRK2 aptamer HTS,proCasp7 act,PP5 primary,VLA-4 inh
CCc1ccc(NC(=O)N(C2CCC(C)CC2)C2CCN(C(C)=O)CC2)cc1 (centres undefined),4,-4,-6,5,-4,57*,6,3.4,-7
CC(=O)N1CCN(c2ccc([N+](=O)[O-])c(NCc3cccnc3)c2)CC1,-6,2,-18,-3,8,0,-27,3.5,1
Cc1onc(-c2ccccc2Cl)c1C(=O)NC(=S)NCCc1ccccc1,1,0,-1,3,5,3,-8,2.1,1
CC1(C)Cc2c(sc3nc(SCC(=O)O)nc(N)c23)CO1,3,3,3,-3,7,0,10,-0.1,23
Cc1ccc(S(=O)c2ccc(C)cc2)cc1,-11,-3,-5,0,2,2,1,0.7,22
O=C(Nc1nc2ccccc2s1)c1ccc(N2CCCCC2)c([N+](=O)[O-])c1,-2,5,1,4,18,6,4,1.6,/
Cc1ccc(CNC(=O)C2CCN(c3nc(C)cc(C)n3)CC2)cc1,-4,-2,4,10,-3,0,6,-2.5,1
Cc1cc2c(nn1)CCC/C2=N\O,-8,-1,3,-2,-1,0,-7,-0.1,7
CCOc1ccc(CCNC(=O)c2ccc3c(=O)n4c(nc3c2)CCCCC4)cc1,5,-2,9,2,0,1,16,-0.3,6
O=C1c2ccccc2C(O)(Cc2ccccc2)N1CCCN1CCOCC1 (centres undefined),0,2,0,-6,3,0,9,0.0,8
O=C(CSc1nc2ccc([N+](=O)[O-])cc2[nH]1)NCCc1ccccc1,-4,6,2,-1,2,1,4,0.4,2
Cc1nn(-c2ccccc2)c(=O)c2ccccc12,1,4,1,-5,1,2,1,0.2,8
Nc1ncnc(N2CCOCC2)c1N,6,-2,11,2,-4,0,-5,-0.6,4
O=C(NCc1cccs1)c1ccccc1,-1,1,7,0,-3,0,12,0.9,8
CC(C)n1ncc2c(C(=O)N3CCN(Cc4ccc(Cl)s4)CC3)cc(C3CC3)nc21,-4,/,-3,-2,/,0,-2,3.4,8
CCC(=O)OC1(C)C(=O)C=C2C=C(CCCC(=O)OC)OC=C2C1=O (centres undefined),4,1,-2,3,53*,0,8,0.5,-4
O=C(COC(=O)c1ccc(O)cc1)NCC1COc2ccccc2O1 (centres undefined),/,/,0,-5,/,2,12,0.3,-13
O=C1CC(c2ccccc2)n2nc(N3C(=O)CCC3=O)nc2N1 (centres undefined),-5,4,3,1,2,0,-12,1.7,1
O=C1CCCN1CCC1CCCCN1Cc1nc(COc2ccccc2)no1 (centres undefined),2,-1,-4,-3,-5,2,-9,3.4,-2
O=C(c1cc(S(=O)(=O)N2CCOCC2)c(Cl)cc1Cl)N1CCCCC1,0,1,-4,-2,-4,0,7,0.2,9
Cc1c(CC(=O)N2CCN(C(=O)C3COc4ccccc4O3)CC2)c(=O)oc2cc(O)c(Cl)cc12 (centres undefined),-15,6,3,3,0,1,3,1.4,-119
COc1ccc(-c2nc3n(c(=O)c2C#N)CCS3)cc1OC,0,3,8,3,6,7,4,-1.8,2
O=C(CCN1C(=O)c2ccccc2C1=O)NNC(=O)c1ccc(Cl)cc1Cl,-4,2,4,-1,0,0,3,-1.6,18
COc1cccc(N2CCN(C(=O)C3CCN(S(=O)(=O)c4ccc5c(c4)CC(C)N5C(C)=O)CC3)CC2)c1 (centres undefined),-11,-4,0,1,11,0,-4,2.0,-5
COc1ccc(C(=O)O)cc1S(=O)(=O)Nc1ccc(Oc2ccccc2)cc1,4,/,5,0,/,0,5,1.9,6
COc1ccc(NC(=O)CSc2n[nH]c(N)n2)c([N+](=O)[O-])c1,-14,-1,5,-2,0,4,-2,2.1,-3
CN(O)/C=N/C(=S)Nc1ccc(Cl)cc1Cl,13,-3,-8,-1,-3,9,-9,-1.5,-3
COc1cc(/C=N/NC(=O)c2ccc(COc3cc(C)ccc3C(C)C)cc2)cc(OC)c1O,-6,-3,2,9,9,0,1,1.9,7
O=C(Nc1c2c(nn1-c1ccccc1)CS(=O)C2)c1ccc(S(=O)(=O)N2CCOCC2)cc1 (centres undefined),1,-1,6,0,1,0,-15,-0.6,0
N#CC1=C2SCCN2C(=O)C(C#N)C12CCCCC2 (centres undefined),2,0,7,-1,-6,3,9,0.2,4
c1ccc(Cn2c(Sc3nnnn3-c3ccccc3)nnc2-c2ccccc2)cc1,14,-3,0,-3,10,0,-7,4.2,9
COc1cccc(C2c3[nH]c4ccccc4c3C[C@H]3C(=O)N(C)CC(=O)N23)c1 (some centres undefined),1,1,3,2,4,1,11,1.2,3
CC(C)CCN1CCC(n2nccc2NC(=O)C2CCOC2)CC1 (centres undefined),-3,-6,0,-8,-11,4,0,-4.6,15
O=C(c1cccn2c(=O)c3cc4ccccc4cc3nc12)N1CCN(c2ccccc2)CC1,98,2,-1,0,-2,3,4,0.5,-36
O=C1/C(=C/c2ccco2)SC(=S)N1C1CCS(=O)(=O)C1 (centres undefined),3,3,-36,8,21,0,-37,4.3,-10
COc1cccc(NC(=O)CN(C)CC(=O)NCC(=O)Nc2ccc(F)cc2)c1,-3,/,0,/,/,0,1,/,0
CCCNC(=O)c1cccc(C(F)(F)F)c1,-7,3,10,2,-3,0,3,1.7,11
CC(=O)Nc1ccc(C(=O)OCC(=O)Nc2ccc(S(=O)(=O)N3CCOCC3)cc2)cc1,1,/,4,/,/,3,-7,/,11
CC(=O)N1CCN(C(=O)CCc2nnc(CCCCc3ccccc3)o2)CC1,1,-3,-1,-5,-4,0,4,-2.4,5
CC(NS(=O)(=O)c1ccccc1)c1n[nH]c(=S)n1-c1ccccc1 (centres undefined),-2,-4,-11,-6,3,0,-6,0.3,-5

# The last two records of the part above open the next one:
SMILES,JMJD2C inh,Fh CTSL1 inh,proCasp3 act,PP1 counter,HCV core dimer,GRK2 aptamer HTS,proCasp7 act,PP5 primary,VLA-4 inh
CC(=O)N1CCN(C(=O)CCc2nnc(CCCCc3ccccc3)o2)CC1,1,-3,-1,-5,-4,0,4,-2.4,5
CC(NS(=O)(=O)c1ccccc1)c1n[nH]c(=S)n1-c1ccccc1 (centres undefined),-2,-4,-11,-6,3,0,-6,0.3,-5
CCN(C(=O)CCS(=O)(=O)c1cc2c(cc1Cl)NC(=O)CO2)c1ccccc1,1,1,5,-3,0,0,5,1.7,-23
CCN(c1ccccc1)S(=O)(=O)c1ccc(C(=O)N(CCN(C)C)c2nc3c(F)cc(F)cc3s2)cc1,-5,0,-2,0,-13,0,7,3.8,12
COc1ccc(-c2nc(C#N)c(NCc3ccco3)o2)cc1,-7,3,4,1,1,3,2,0.8,5
COc1ccccc1NCCC(=O)OCC(=O)NC1CCCC(C)C1C (centres undefined),3,-43,2,-1,-4,4,4,2.9,3
CCN1C(=O)/C(=C2/C=Cc3ccccc3N2C)OC1=S,5,3,-3,-3,-14,0,-5,1.0,-7
Cc1cccc(NC(=O)c2cc([N+](=O)[O-])ccc2NC2CCCCC2)c1,-8,-1,-9,2,5,16,-7,2.5,-3

# Screening results: PubChem BioAssay, several laboratories
